# 15-hLO inh: 15-hLO (ALOX15) enzyme inhibition | purified 15hLO-1, xylenol orange hydroperoxide absorbance | Potency, µM (titrated, usually from 57.1 µM), without a hit: top-dose activity change, negative = inhibition, most hits filed as inhibitors | 1.4% of 74,000 active; note: potency is the fitted concentration of half-maximal effect; % is set by controls: 0 for no effect and ±100 for the full control effect; nearly all actives have a fitted effect of over 55% in size
# Target sequence (P16050 whole entry, looked up): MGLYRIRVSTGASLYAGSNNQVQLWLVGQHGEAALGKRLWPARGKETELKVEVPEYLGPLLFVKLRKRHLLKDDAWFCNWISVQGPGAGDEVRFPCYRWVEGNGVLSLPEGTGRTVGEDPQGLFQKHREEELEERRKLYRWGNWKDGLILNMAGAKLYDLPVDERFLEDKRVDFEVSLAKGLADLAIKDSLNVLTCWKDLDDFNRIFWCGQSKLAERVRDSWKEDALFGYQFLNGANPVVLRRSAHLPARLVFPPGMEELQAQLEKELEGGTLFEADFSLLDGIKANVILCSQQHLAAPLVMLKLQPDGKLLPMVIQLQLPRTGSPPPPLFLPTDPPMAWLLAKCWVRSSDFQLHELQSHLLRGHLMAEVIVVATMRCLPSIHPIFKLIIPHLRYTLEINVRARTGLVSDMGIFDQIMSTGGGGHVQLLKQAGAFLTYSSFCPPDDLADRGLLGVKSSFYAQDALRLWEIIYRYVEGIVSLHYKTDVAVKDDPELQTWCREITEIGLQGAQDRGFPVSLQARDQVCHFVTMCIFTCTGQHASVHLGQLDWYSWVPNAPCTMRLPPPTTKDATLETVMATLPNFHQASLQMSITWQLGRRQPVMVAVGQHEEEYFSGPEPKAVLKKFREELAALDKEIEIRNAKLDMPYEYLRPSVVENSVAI
#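 40 nM 15hLO-1 + cpd, 15 min RT; start w/ 50 uM AA (final), 6 min RT; stop/detect w/ 200 uM XO + 300 uM Fe(II) in 50 mM H2SO4, 30 min; A573/A405. Buffer 25 mM Hepes pH 7.5, 0.01% Triton X-100. No-enzyme wells as negative control.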
# Fluorescein fluor: compound fluoresces in the fluorescein spectral region; 0.91% of 59,000 active; AID 593; Compound autofluorescence, 480/540 nm, fluorescein-equivalent; active compounds read high; max fluorescein-equivalent concentration, M; in the data active = max fluorescein-equivalent concentration above about 10 nM; inconclusive = between about 1.1 nM and that limit
#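 Library compounds, added at multiple concentrations to pH 8.0 Tris buffer (100 mM), incubate 15 min at room temperature before CCD imaging at 480 nm excitation and 540 nm emission.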
# GFP derepression: derepresses silenced GFP locus in mouse C127i cells; mouse C127i GFP locus derepression, cytometry, 30 h; Potency, µM (series often up to 46.1 µM), inactives show top-dose GFP derepression (activation); 0.09% of 68,000 active; note: % of control where 0% means no effect
#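 Read-out is the number of GFP-positive cells, scored as fluorescent objects 20 to 120 um wide, reflecting derepression of a silenced CMV-GFP reporter in murine C127i cells after 30 h compound exposure at 37 C.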
# HADH2 inhib: HADH2 (human) dehydrogenase inhibition; Q99714; recombinant HADH2, NADH fluorescence, beta-hydroxybutyryl-CoA; Potency, µM (series often up to 57.1 µM), inactives show at the highest dose activity change, negative = inhibition, most hits filed as inhibitors; 3.4% of 73,000 active; note: potency is the fitted concentration of half-maximal effect; % is set by controls: 0 for no effect and ±100 for the full control effect; nearly all actives have a fitted effect of over 60% in size; many of its hits are not listed in these tables
# Target sequence (Q99714 whole entry, looked up, one chain of several): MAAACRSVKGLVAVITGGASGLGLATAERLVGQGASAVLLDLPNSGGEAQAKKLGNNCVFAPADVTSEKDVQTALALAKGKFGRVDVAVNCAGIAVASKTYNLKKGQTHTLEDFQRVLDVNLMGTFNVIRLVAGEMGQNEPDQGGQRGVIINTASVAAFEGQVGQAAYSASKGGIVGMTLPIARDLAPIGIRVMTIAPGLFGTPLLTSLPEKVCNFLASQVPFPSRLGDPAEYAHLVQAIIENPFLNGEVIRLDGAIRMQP
#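 Activity measured as NADH fluorescence gain (360/450 nm), taken as the change between first and last reads of a 4-min kinetic run. Conditions: pH 9.0 Tris buffer, 20 nM E. coli-expressed His-tagged enzyme, 1 mM NAD+, 90 uM beta-hydroxybutyryl-CoA; 15-min compound preincubation.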
# Rhodamine fluor: compound fluoresces in the rhodamine spectral region; Rhodamine-region fluorescence, 547/598 nm, Tris buffer; active compounds read high; max dye-equivalent concentration, M; 0.05% of 59,000 active; in the data active = max dye-equivalent concentration above about 11 nM; inconclusive = between about 1.1 nM and that limit
#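 A six-point rhodamine series on each plate calibrates the signal. Compounds sit in 100 mM Tris (pH 8.0) for 15 min at ambient temperature before imaging through 547 nm/598 nm filters.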
# Hsp90 Hop PPI: changes Hsp90-Hop TPR2A binding signal, up or down; AlphaScreen TPR2A-His6 binding biotin-Hsp90 C-terminal peptide; Potency, µM (highest dose often 57 µM), without a hit: top-dose activity change, negative = inhibition; 0.44% of 71,000 active; active = well fitted curve in either direction with a large enough effect; inconclusive = small, poorly fitted or top-dose-only effect, or another doubt; note: potency is the fitted concentration of half-maximal effect; % is set by controls: 0 for no effect and ±100 for the full control effect; many of its hits are not listed in these tables
# 4-MU autofl: 4-MU region autofluorescence. compound autofluorescence, 340/450 nm, 4-MU equivalents; active compounds read high. max dye-equivalent concentration, M. 11% of 59,000 active. AID 589; in the data active = max dye-equivalent concentration above about 10 nM; inconclusive = mostly about 1.1 nM to 9.6 nM
#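 Intrinsic fluorescence at 340/450 nm (ex/em) was read after 15 min at room temperature in pH 8.0, 100 mM Tris. Each compound concentration expressed as 4-MU-equivalent concentration from a six-point 4-MU standard series on each plate.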
# Texas Red fluor: compounds fluorescent in Texas Red spectral region; Compound fluorescence, Texas Red channel, 547/618 nm; active compounds read high; max dye-equivalent concentration, M; 0.06% of 59,000 active; AID 587; in the data active = max dye-equivalent concentration above about 10 nM; inconclusive = between about 1.1 nM and that limit
#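 Compound fluorescence was read after 15 min at room temperature in 100 mM Tris, pH 8.0, using 547 nm excitation and 618 nm emission across a concentration series. It was expressed as Texas Red dye-equivalent concentration from an on-plate standard curve.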
# UbGFP stabilizer: inhibits proteasome, raising ubiquitin-GFP reporter fluorescence | Ubiquitin-GFP reporter cells, proteasome inhibition, GFP fluorescence; response scale: untreated = 0%, 10 µM MG-132 = 100% | 67,000 tested, under 10 active | Potency, µM (highest dose often 45.9 µM), without a hit: top-dose activation (GFP accumulation), usual class: activators; active = well fitted activation curve with a large enough effect, not every such curve was filed as active; inconclusive = small, poorly fitted or top-dose-only effect, or another doubt; inactive = no such curve, though single readings can be large or run the other way; note: potency is the fitted concentration of half-maximal effect
#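 Proteasome blockade was scored as a rise in GFP-expressing U2OS cells carrying a ubiquitin(G76V)-GFP construct, imaged after 4 hr compound treatment at 37 °C across a 46 uM–2.9 nM series.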
# Pol III holo inh: DNA polymerase III holoenzyme inhibition. AID 603. reconstituted DNA polymerase III holoenzyme replication, biochemical. Potency, µM (top dose mostly 57.1 µM), without a hit: at the top dose activity change, negative = inhibition. 0.25% of 71,000 active; note: potency is the fitted concentration of half-maximal effect; % is set by controls: 0 for no effect and ±100 for the full control effect
#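 Reconstituted *E. coli* holoenzyme (0.35 nM Pol III, 1 nM beta, 154 nM SSB, 2 nM primase) was preincubated with compound for 15 min at RT. Synthesis on 1.4 nM ssM13Gori ran 35 min, then was stopped with PicoGreen/EDTA and read as dsDNA fluorescence.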
# HBB splicing: alters splicing of the hemoglobin beta chain | AID 925 | 0.06% of 65,000 active | HBB splicing reporter cell assay, activation; EGFP reporter with mutant IVS2-654 intron; response scale: normalised to 500 nM splice-correcting PNA | Potency, µM (highest dose often 46.1 µM), for the others: at the top dose activation, actives largely listed as activators; note: potency is the fitted concentration of half-maximal effect; 0% is about no effect
#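 HeLa cells stably expressing EGFP interrupted by mutant beta-globin intron 2 (IVS2-654), 500/well in 2% FCS. Treated with compound for 2 days at 37C. Splicing correction scored as total well GFP intensity (488 nm excitation, 500-520 nm emission); 500 nM antisense PNA served as control.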
# * hit, by the source's call; i = inactive; ? = inconclusive; nt = no result given; [ ] = another dose, or the depositor's remark. Unless noted, calls come from the whole dose curve; as a rule, active = well fitted curve in the direction sought with a large enough effect; inconclusive = small, poorly fitted or top-dose-only effect, or another doubt; inactive = no such curve, though single readings can be large; an effect the other way counts as inactive or inconclusive. This is a subset; rates above refer to the full screens.
SMILES,15-hLO inh,Fluorescein fluor,GFP derepression,HADH2 inhib,Rhodamine fluor,Hsp90 Hop PPI,4-MU autofl,Texas Red fluor,UbGFP stabilizer,Pol III holo inh,HBB splicing
CCOC(=O)Nc1nc(C)c(C(=O)N(C)C)s1,4%,i,0%,0%,i,-2%,i,i,3%,-5%,-1.2%
CCN(CC(=O)NC)S(=O)(=O)c1ccc(Br)cc1,3%,?,0%,-5%,i,-6%,i,i,2%,-4%,0.3%
C=CCn1c(SCC(=O)Nc2c(C)nn(Cc3ccccc3)c2C)nnc1C(O)c1ccccc1 (stereo unspecified),-3%,i,3%,-3%,i,-5%,i,i,4%,2%,1.8%
Cc1nn(CCCNC(=O)C2CCCO2)cc1Br (stereo unspecified),-6%,i,10%,4%,i,-1%,i,i,-1%,1%,4.5%
COCCCNC(=O)Cn1ncc2c(=O)oc3ccccc3c21,9%,i,4%,1%,i,-4%,i,?,-4%,-2%,-0.5%
Cc1csc(NC(=O)c2cc3c(s2)CCC3)n1,-13%,?,-4%,6%,i,-4%,i,i,3%,0%,-5.5%
Cc1cccc(-n2nnc(C(=O)NC3CCCc4ccccc43)c2N)c1 (stereo unspecified),-8%,i,1%,9%,i,4%,i,i,-13%,11%,-2.0%
Cc1ccc(-c2csc(N3CCC(NS(=O)(=O)c4ccc5c(c4)OCCO5)CC3)n2)cc1,-4%,i,0%,-1%,i,-22%,i,i,0%,-2%,nt
CN(C)CCCN1C(=O)C(=O)/C(=C(/O)c2ccc3c(c2)OCCO3)C1c1ccccn1 (stereo unspecified),6%,i,0%,-16%,i,-5%,i,i,nt,-8%,0.5%[0.369 µM]
COC(=O)CCc1c(C)[nH]c(=S)[nH]c1=O,nt,i,-2%[20.6 µM],nt,i,nt,i,i,nt,nt,nt
CCCCCOC(=O)CSc1nc2c(c(=O)[nH]c(=O)n2C)n1Cc1ccc(Cl)cc1,-17%,nt,nt,-39%,nt,-2%,nt,nt,6%,0%,0.1%
CCc1ccccc1NC(=O)c1nnn(CC(=O)Nc2ccccc2C)c1N,7%,i,0%,5%,i,-3%,i,i,-10%,-2%,-0.5%
O=C(NCCCN1CCN(CCCNC(=O)c2ccc3c(c2)OCO3)CC1)c1ccc2c(c1)OCO2,4%,i,0%,14%,i,-3%,i,i,-5%,0%,-0.2%
Cc1ccc(C(=O)CSc2nnc(Cn3nnc4ccccc43)n2C)cc1,-9%,i,-2%,-16%,i,1%,i,i,6%,-2%,-0.2%[57.5 µM]
O=C(OC1CCOC1=O)c1ccc(-c2nc3ccccc3s2)s1 (stereo unspecified),-4%,i,3%,?,i,1%,5.5e-07M*,i,-3%,0%,1.6%

# Printed as active in 4-MU autofl, among the entries above:
Structure,15-hLO inh,Fluorescein fluor,GFP derepression,HADH2 inhib,Rhodamine fluor,Hsp90 Hop PPI,4-MU autofl,Texas Red fluor,UbGFP stabilizer,Pol III holo inh
O=C(OC1CCOC1=O)c1ccc(-c2nc3ccccc3s2)s1 (stereo unspecified),-4%,i,3%,?,i,1%,5.5e-07M*,i,-3%,0%

# Next part
SMILES,15-hLO inh,Fluorescein fluor,GFP derepression,HADH2 inhib,Rhodamine fluor,Hsp90 Hop PPI,4-MU autofl,Texas Red fluor,UbGFP stabilizer,Pol III holo inh,HBB splicing
NC([N-]/N=C/c1ccccn1)=[S]=[Fe].O=S(=O)(O)O,-12%[11.4 µM],?,0%[9.22 µM],?,i,1.3µM*,?,i,1%[9.17 µM],-8%[11.4 µM],-0.2%[9.22 µM]
CC1CC(C)CN(CCCNC(=O)Cn2ncc3c(=O)oc4ccccc4c32)C1 (stereo unspecified),3%,nt,nt,-3%,nt,-2%[2.3 µM],nt,nt,-10%,-3%,-0.3%
CC1CCc2nn(CC(=O)N3CCN(C(=O)c4ccco4)CC3)cc2C1 (stereo unspecified),5%,nt,0%,5%,nt,-4%,nt,nt,-4%,-4%,0.2%
Cc1ccc(-n2ncc3c(NCC4CCCO4)ncnc32)c(C)c1 (stereo unspecified),5%,i,3%,4%,i,-4%,i,i,6%,-4%,6.0%
COC(=O)c1c(S(N)(=O)=O)c2ccccc2n1C,4%,nt,2%,?,nt,-4%,nt,nt,18%,-4%,-3.2%
CCOC(=O)c1cnn(-c2ccccn2)c1N,-15%,i,-1%,10%,i,3%,i,i,-4%,-5%,-4.0%
Cc1ccc(S(=O)(=O)Nc2cc(C(=O)O)ccc2N2CCCCC2)cc1,3%,?,0%,4%,i,-3%,?,i,-8%,-5%,-0.3%[57.5 µM]
CCC(NC(=O)Nc1cc(OC)c(OC)c(OC)c1)(C(F)(F)F)C(F)(F)F,nt,i,3%[20.6 µM],nt,i,nt,i,?,nt,nt,nt
CCN(CC)C(=O)C1CC(=O)N(c2ccc(F)c(Cl)c2)C1 (stereo unspecified),-1%,i,0%,-6%,i,1%,i,i,2%,0%,-0.6%
O=S(=O)(c1ccccc1)c1nc(-c2ccco2)oc1NCCCn1ccnc1,11%,i,3%,-5%,i,?,i,i,-5%,-3%,-0.7%
CC1CCCC(NS(=O)(=O)c2ccc3c(c2)OCCO3)C1C (stereo unspecified),-2%,i,-2%,8%,i,0%,i,i,0%,1%,-0.2%
COCCn1c(=O)c(-c2ccccc2)nc2cnc(Nc3ccccc3)nc21,-2%,i,0%[9.22 µM],1%,i,23%,i,i,9%,-10%,2.0%
CN(C)/C=N/c1c(C#N)cnn1-c1nc2ccccc2s1,1%,i,0%,-4%,i,-3%,i,i,-5%,-1%,0.9%
N#Cc1ccc(CN2CCC3(CC2)CCN(C(=O)c2csnn2)CC3)cc1,1%,i,2%[9.22 µM],-1%,i,-4%,i,i,-3%,-11%,0.7%
COC(=O)c1ccc(CN(c2ccccc2OC)S(=O)(=O)c2cccs2)o1,3%,?,1%,-12%,i,5%,i,i,6%,-8%,-0.7%
O=C(Cn1cnc2c(nnn2-c2ccc(F)cc2)c1=O)NCC1CCCO1 (stereo unspecified),15%,i,4%,2%,i,-1%,i,i,8%,4%,-1.3%
COc1ccc(-c2cc3c(=O)n(CC(=O)NC4CCN(Cc5ccccc5)CC4)ncn3n2)cc1,10%,i,-4%,9%,i,3%,i,?,-11%,2%,1.4%
Cc1cc(C)c2c(=O)[nH]c(=O)n(Cc3ccccc3)c2n1,-1%,1.3e-08M*,-1%,13%,i,-1%,i,i,2%,4%,-0.4%[57.5 µM]
CCOC(=O)Nc1c(O)ccc2oc(C)c(-c3ccccc3)c12,-14%,nt,0%,-3%,nt,-7%,nt,nt,-3%,-5%,-0.6%
O=C(c1cnccn1)N1CCC2(CC1)CCN(c1ccncc1)CC2,8%,i,-7%[9.22 µM],9%,i,-4%,i,i,-7%,-9%,0.3%
O=C(COc1ccccc1)N(Cc1cc2ccccc2[nH]c1=O)CC1CCCO1 (stereo unspecified),-4%,i,2%,13%,i,-1%,i,i,10%,-5%,2.2%[1.84 µM]
C=CCNC(=O)c1sc(=S)n(-c2ccc(C(=O)OCC)cc2)c1N,?,i,0%,3.2µM*,i,-7%,i,i,4%,4%,-0.3%
O=C1C(C=NCCCn2ccnc2)=C(O)c2ccccc21,10%[11.4 µM],nt,-2%,-5%[11.4 µM],nt,3.2µM*,nt,nt,-10%[9.17 µM],-3%[11.4 µM],0.5%[0.0738 µM]
Cc1ccc(-n2c(=O)[nH]cc(C(=O)Nc3ccc4c(c3)OCO4)c2=O)cc1C,-1%,nt,nt,-8%,nt,-4%,nt,nt,-3%,-8%,1.1%
CC1Cc2ccccc2N1C(=O)CCS(=O)(=O)c1cccc2nonc12 (stereo unspecified),-2%,?,-1%,1%,i,-7%,i,i,-4%,-6%,-2.2%
Cc1ccc(NC(=O)c2oc3ccccc3c2NC(=O)c2ccc3c(c2)OCO3)cc1,6%,i,0%,-24%,i,-3%,9.1e-08M*,i,-1%,-2%,-0.3%
Cc1ccccc1-n1ncc2c(SCC(=O)NCc3cccs3)ncnc21,2%,?,1%,19%,i,-1%,i,i,2%,-4%,nt
CCOc1ccc(C)cc1S(=O)(=O)Nc1cccnc1,1%,i,0%,-10%,i,?,i,i,-2%,-18%,-0.3%
CCc1cc2c(=O)c(-c3nc4ccccc4n3C)c(C)oc2c(CN2CCN(C)CC2)c1O,11%,i,1%,-26%,i,1%,1.2e-07M*,i,-4%,-3%,nt
OCCCc1nc2ccccc2n1CCc1ccccc1,nt,i,0%[20.6 µM],nt,i,nt,i,i,nt,nt,nt
Cc1cc(C)n2nc(NCc3cccc(Br)c3)nc2n1,9%,i,-5%,?,i,0%,?,?,-2%,3%,0.8%[57.5 µM]
COc1ccccc1N1CCN(C(=O)c2sc3nc(-c4ccccc4)cn3c2C)CC1,-9%,i,6%,-3%,i,-6%,i,i,1%,4%,-0.7%
CSc1nnc(Cn2c(=O)sc3ccccc32)n1C,6%,nt,nt,-2%,nt,-3%[2.3 µM],nt,nt,-3%,-10%,-0.9%

# Screening data deposited in PubChem by National Center for Advancing Translational Sciences (NCATS).
